# Source: PubChem
# NR1D1 modulator: modulators of human Rev-erb alpha DNA binding | Rev-erbα–FITC-DNA binding, fluorescence polarization, 90 min | P20393 | hit rate 0.79% among 370,000 | activity, % at 10 µM;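 active means activity above about 14%, limit read from the data; passing the limit was not always enough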;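 further: 0% = DMSO wells with 35 nM protein and 100% = DMSO wells with 750 nM protein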
# PLC-gamma1 inh: inhibitors of human phospholipase C gamma1 | P19174 | purified PLC-gamma1, fluorogenic substrate, fluorescence | inhibition, % at 12.2 µM | hit rate 0.84% among 370,000 | AID 720700; in the data active means inhibition above about 9.5%
# ADAM17 inh: ADAM17 inhibition, QFRET primary screen. hit rate 0.83% among 370,000. inhibition, % at 6.95 µM. recombinant ADAM17, EDANS/DABCYL FRET peptide cleavage. P78536;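 active means inhibition above the mean of compounds lying between control limits plus 3 SD, set per campaign, cut at about 8.5% in these data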;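 further: 0% = DMSO-only wells as the low control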
# Target sequence (P78536 215-824 limits assumed): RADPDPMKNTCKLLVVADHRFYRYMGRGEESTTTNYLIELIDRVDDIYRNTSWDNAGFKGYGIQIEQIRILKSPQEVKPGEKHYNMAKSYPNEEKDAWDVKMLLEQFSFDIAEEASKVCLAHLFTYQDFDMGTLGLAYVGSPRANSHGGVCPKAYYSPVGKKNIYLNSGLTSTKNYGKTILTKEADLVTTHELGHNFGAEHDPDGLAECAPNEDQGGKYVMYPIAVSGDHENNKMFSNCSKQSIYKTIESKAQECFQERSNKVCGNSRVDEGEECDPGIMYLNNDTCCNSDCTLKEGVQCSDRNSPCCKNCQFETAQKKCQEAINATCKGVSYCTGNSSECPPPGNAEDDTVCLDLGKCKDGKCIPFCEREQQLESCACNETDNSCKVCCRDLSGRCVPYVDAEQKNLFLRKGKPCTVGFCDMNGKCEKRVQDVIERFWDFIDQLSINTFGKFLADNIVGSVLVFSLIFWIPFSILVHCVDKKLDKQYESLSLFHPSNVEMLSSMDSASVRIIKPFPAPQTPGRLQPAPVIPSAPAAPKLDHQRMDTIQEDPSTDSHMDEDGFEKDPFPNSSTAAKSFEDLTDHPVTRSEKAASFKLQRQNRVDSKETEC
# PLC-beta3 inh: inhibitors of human phospholipase C beta3. inhibition, % at 12.2 µM. AID 720704. Purified PLC-beta3, fluorogenic substrate, fluorescence. hit rate 0.18% among 370,000. Q01970; in the data active means inhibition above about 11%;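 further: 0% = median of compound wells on plate and 100% = full blocker control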
# hgDAF12 agonist: hgDAF-12 agonism, primary luciferase screen; HEK293 GAL4-hgDAF12 UAS-luciferase reporter, agonist luminescence; normalized to butyrate control; activation, % at 6.8 µM; hit rate 1.8% among 370,000;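 active means activation above a cutoff set at the mean of all screened compounds plus 3 SD, cut at about 10% in these data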;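 further: 0% = DMSO wells and 100% = sodium butyrate wells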
# DAX1 inh-1: DAX1 (NR0B1) inhibition, primary screen; AID 652010; HEK293T StAR-luciferase reporter, SF-1/DAX-1 repression relief; hit rate 1.1% among 370,000; inhibition, % at 6.8 µM;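 active means inhibition above the mean over all tested compounds plus 3 SD, cut at about 3.6% in these data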;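 further: 0% = DAX-1 cells with DMSO and 100% = cells lacking DAX-1 with DMSO; higher inhibition means more luminescence from relief of DAX-1 repression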
# ssDAF-12 act: activates DAF-12 receptor from parasite S. stercoralis. HEK293 ssDAF-12/GRIP1 lit1-tk-luc reporter, luminescence; % of 3 µM dafachronic acid response. activation, % at 6.8 µM. hit rate 1% among 370,000. AID 652126;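 active means activation above the mean over all tested compounds plus 3 SD, cut at about 0.9% in these data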;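 further: 0% = DMSO-only wells and 100% = 3 µM delta7-dafachronic acid wells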
# DAX1 inh-2: inhibitors of human orphan nuclear receptor DAX1 (NR0B1). P51843. HEK293 Gal4-DAX1 luciferase reporter, luminescence. inhibition, % at 6.75 µM. hit rate 0.99% among 340,000. AID 504766;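 active means inhibition above the mean over all tested compounds plus 3 SD, cut at about 4.2% in these data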;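 further: 0% = DAX1-transfected cells with DMSO and 100% = empty-vector control cells with DMSO; inhibition shows as a rise in luminescence from relieved DAX1 repression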
# Target sequence (P51843 207-470 limits assumed): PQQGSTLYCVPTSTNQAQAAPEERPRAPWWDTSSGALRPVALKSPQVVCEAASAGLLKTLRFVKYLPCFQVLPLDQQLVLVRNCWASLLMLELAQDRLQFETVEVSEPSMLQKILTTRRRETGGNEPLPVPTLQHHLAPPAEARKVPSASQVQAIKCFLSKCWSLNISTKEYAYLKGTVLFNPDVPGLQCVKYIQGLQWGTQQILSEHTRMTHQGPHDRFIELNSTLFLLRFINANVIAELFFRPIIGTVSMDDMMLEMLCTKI
# SMARCA2 act: SMARCA2 function activation, primary screen; MG213 cells, MMTV-luciferase reporter, dexamethasone, overnight; hit rate 1% among 370,000; activation, % at 9.1 µM; in the data active means activation above about 7.8%;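 further: 0% = vehicle wells and 100% = reference activator wells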
# MBD2 inh: inhibitors of human MBD2 binding to methylated oligonucleotide. Q9UBB5. TR-FRET. inhibition, % at 4.4 µM. hit rate 0.31% among 370,000. AID 686964; in the data active means inhibition above about 13%
# hcDAF-12 act: activates DAF-12 receptor from parasite H. contortus; HEK293 hcDAF-12 lit1-tk-luc reporter, luminescence; 0% DMSO, 100% Δ7-dafachronic acid; activation, % at 6.8 µM; hit rate 1.4% among 370,000; AID 652067;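 active means activation above the mean of all tested compounds plus 3 SD, cut at about 5.5% in these data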;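 further: 100% = response to 3 µM Δ7-dafachronic acid high control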
# Starred values were filed as active, the others as inactive; · = no result given. This is a random part of the collection; 7.4% or so of the library scored in one or more.
SMILES,NR1D1 modulator,PLC-gamma1 inh,ADAM17 inh,PLC-beta3 inh,hgDAF12 agonist,DAX1 inh-1,ssDAF-12 act,DAX1 inh-2,SMARCA2 act,MBD2 inh,hcDAF-12 act
Cc1ccc(-c2nc(=O)[nH]c3ccc(Br)cc23)cc1,-2,-127,-47,-157,-2.5,-0.8,-1.5,-1.1,-2,-2,-0.9
COC(=O)c1ccc(/C=C2/C(=O)Oc3ccccc32)cc1,4,2,-1,-4,0.6,0.2,-0.1,-1.2,11*,-4,0.8
CC(C)(C)NC[C@H](O)COc1cccc2c1CCCC2=O,-5,-3,-1,1,-0.2,0.6,-1.0,0.6,-2,-2,0.6
COc1ccc(-c2nc3ccc(Cl)cn3c2Cc2ccc(C)cc2)cc1OC,-9,-22,-12,-55,8.1,1.8,-0.1,·,5,3,-1.4
COc1ccc(C(=O)c2cc([N+](=O)[O-])ccc2N2CCN(C)CC2)cc1,5,2,0,-2,3.1,-1.4,-1.1,-1.5,-2,0,-1.6
CCn1cc(C(=O)OCC(=O)OC2CC(C)CCC2C(C)C)c(=O)c2ccc(C)nc21 (stereo not given),-1,0,0,0,-0.8,-1.2,-1.6,-1.6,-1,5,-1.8
CCN(CC)S(=O)(=O)c1ccc(NC(=O)Nc2cccc(C(F)(F)F)c2)cc1,2,1,14*,1,-12,-4.7,-2.9,-3.6,-10,8,-5.0
N#Cc1ccc(CSc2nnc(NC(=O)c3ccc4ncsc4c3)s2)cc1,60*,-4,-2,0,-1.4,0.1,-1.3,0.1,-1,0,0.2
CC(C)=CC(=O)Nc1nnc(-c2ccccc2C)s1,-1,4,0,2,5.9,1.6,-0.8,5.2*,-1,3,0.3
Cc1cccc(NS(=O)(=O)c2cccc(C(=O)N3CCCC3)c2)c1,-2,-2,-1,-11,1.1,-0.6,-1.0,0.2,-1,1,-0.1
Cc1ccc(CS(=O)(=O)c2cn(CC(=O)Nc3ccon3)c3ccccc23)cc1,-4,-2,0,-8,-0.7,-2.2,-0.6,0.4,-1,1,0.8
CN(C)CCN(C(=O)C1=COCCO1)c1nc2ccc(Cl)cc2s1,-1,-2,1,-8,4.9,4.6*,-0.1,0.3,3,-5,2.4
COc1ccccc1NC(=O)Nc1ccc(F)c(F)c1,1,6,4,1,3.3,-0.2,-1.2,0.8,2,-5,-0.8
O=[N+]([O-])c1ccc(CCNc2cccc3ccccc23)c([N+](=O)[O-])c1,0,-7,-9,-9,1.8,-1.0,-1.1,-0.9,-3,-1,4.4
COc1ccc(CNC(=O)c2cc(-c3cccs3)on2)cc1,-1,-4,-1,-5,-0.6,-0.8,-0.5,0.6,-3,-1,-1.2
Cc1cc(C)cc(N(CC(=O)Nc2cc(C)ccc2C)S(=O)(=O)c2c(C)[nH]c(=O)[nH]c2=O)c1,2,10*,6,-8,-0.6,0.2,-1.1,0.4,-2,-5,1.3
Cc1ccc(-n2ccnc(SCC(=O)NC3CCCCC3)c2=O)cc1F,-1,-32,-15,-45,-4.3,0.4,-1.6,-0.3,-2,-4,-1.2
CCOC(=O)C1(CCOC)CCN(C(C)CCc2ccc(OC)cc2)CC1 (stereo not given),-1,0,1,-28,4.9,0.1,-0.7,4.0,1,3,0.3
COc1cccc2c(SCC(=O)N/N=C/c3ccc(O)c(O)c3)cc(C)nc12,-10,-127,1,-172,2.0,0.8,-1.4,·,0,0,0.3
COc1cccc(CN(C)C(=S)Nc2cccc(C)c2)c1,9,-1,-1,-5,3.9,-1.1,-1.7,0.0,-1,-2,-2.4
c1ccc(CSc2nnc3ccc(-c4ccncc4)nn23)cc1,-7,-8,-6,-18,3.5,0.0,-1.7,-0.1,-2,1,-1.3
CCCN(CCC)CCCNC(=O)Cn1cnc2sc(C)c(S(=O)(=O)N3CCC(C)CC3)c2c1=O,1,-1,-3,-6,2.5,0.1,-1.0,-0.3,1,6,-1.9
CN(CC(=O)Nc1ccccc1Cl)C(=O)Cn1cc(C(F)(F)F)cc(Cl)c1=O,5,5,-1,4,0.0,1.2,-1.1,0.4,-2,5,-0.7
Cc1cccc(OCCOC(=O)Nc2ccccc2)c1,0,-1,4,0,1.1,0.1,-0.8,-0.8,0,2,-0.8
O=C(NCc1ccccc1)c1ccc(CN(c2ccccn2)S(=O)(=O)c2ccccc2)cc1,3,-23,-20,-30,-0.8,-1.4,-1.7,1.0,-3,-2,1.1

# Continued:
SMILES,NR1D1 modulator,PLC-gamma1 inh,ADAM17 inh,PLC-beta3 inh,hgDAF12 agonist,DAX1 inh-1,ssDAF-12 act,DAX1 inh-2,SMARCA2 act,MBD2 inh,hcDAF-12 act
O=C(Nc1ccccc1C(=O)NCCc1ccccc1)c1cnccn1,-9,0,-2,-7,6.3,1.0,0.4,0.5,1,-1,3.1
O=c1[nH]c(C2CCN(S(=O)(=O)/C=C/c3ccccc3)CC2)nc2c1nnn2Cc1ccc(F)cc1,-3,5,8,-3,-1.2,0.0,-0.6,0.6,0,5,-1.1
O=C(NC1CCSC1)c1cccc(Cl)c1 (stereo not given),6,0,-2,-7,1.2,-0.5,-1.7,0.2,-3,0,-1.6
CC(=O)NC1=NN(C(C)=O)C(C)(c2ccco2)S1 (stereo not given),3,-1,-7,2,1.6,-0.2,-0.2,0.7,-4,2,-1.2
O=C(NC(=S)N1CCOCC1)c1cn(-c2ccccc2)nc1-c1ccc(F)cc1,2,1,-2,-4,1.3,-1.7,-1.5,0.6,-3,-5,-1.1
O=C(c1cccs1)C1C(c2ccc(Br)cc2)NC(=S)NC1(O)C(F)(F)F (stereo not given),-2,-2,-3,1,6.2,1.4,-0.2,-2.4,9.2*,1,2.1
O=[N+]([O-])c1c(NCc2ccccc2)cc(N2CCc3ccccc3C2)c2nonc12,0,0,-2,-1,-2.5,-0.5,-0.6,-0.2,-1,3,0.5
O=C(Cc1cccs1)N(CC1CCCO1)C1(C(=O)NC2CCCCC2)CCCCC1 (stereo not given),-2,0,-3,-6,1.7,-0.7,-1.5,0.2,-3,8,-0.1
CC(C)COc1ccc(CSCCNC(=S)Nc2ccccc2)cc1,3,-3,9.1*,-2,-2.8,-2.5,-1.8,-0.8,-4,8,-3.1
CC(C)(C#CCN1CCCC1)OCCC#N,7,-6,-1,-1,-1.8,0.2,-1.0,3.2,0,5,-1.5
CCOC(=O)c1sc2nc(C)c3c(c2c1N)CC(C)(C)OC3,2,-388,-79,-460,-0.4,-0.1,-1.3,-0.8,-5,-2,2.1
CC(C)CNC(=O)c1cccc(NC(=O)COc2cccc([N+](=O)[O-])c2)c1,2,-1,2,3,-0.4,-1.6,-1.8,-1.1,1,-1,-3.5
O=C(N/N=C/c1ccc(OC(=O)c2ccccc2Cl)cc1)c1ccc(O)cc1,10,0,3,-2,0.9,-0.2,-1.3,-0.8,4,-6,5.9*
Cc1c(C(=O)N2CCCC2)oc2c1-c1[nH]ncc1CC2,-3,-18,-7,-19,5.1,0.0,-1.3,0.6,-1,-3,0.6
CCC(=O)c1c[nH]c(C(=O)NCc2ccco2)c1,2,1,-2,1,-2.7,-0.3,-1.1,0.0,1,1,-1.7
CCNc1nc(Cl)nc(-c2cn(-c3ccccc3)c3ccccc23)n1,42*,-16,-20,-27,-0.1,-0.2,-0.8,-1.1,-2,-7,1.6
O=C(CCCCN1CCCCC1)c1ccccc1,7,3,-1,-3,-2.2,0.3,-0.6,1.2,-3,-3,-0.1
Cc1ccc(S(=O)(=O)N(C)C)cc1NC(=S)NNC(=O)C(N)=O,1,2,3,2,-2.7,-0.1,-0.5,·,-4,-3,-1.4
CCOc1ncccc1C(=O)NNC(=O)CSc1ccc(Cl)cc1,4,4,-3,-2,1.6,-0.5,-1.5,-0.8,-4,-8,0.5
CCOc1ccc(S(=O)(=O)N(CC)CC(=O)NCc2cccnc2)cc1C,3,0,-3,-6,-3.4,0.2,-1.2,-2.1,0,2,-1.9
CCn1ccnc1CN1CCc2c([nH]c3ccccc23)C1CC(C)C (stereo not given),5,-28,-4,-50,1.3,-0.5,-0.5,0.8,0,2,3.0
COc1cc2c(cc1OC)CN(CC(=O)Nc1ccc(F)cc1)CC2,-1,-61,-20,-85,1.4,0.2,-1.0,-1.8,0,-1,0.1
COc1ccccc1C(=O)NC(CCSC)C(=O)NNC(=O)c1ccccc1C (stereo not given),2,2,0,-3,-1.6,0.3,-1.2,-1.5,-3,2,-1.1
COCC1CCCN(Cc2cn(-c3ccccc3F)nc2-c2cc(C)sc2C)C1 (stereo not given),6,5,1,-4,2.1,0.6,-1.2,1.4,-4,-1,-1.2
O=C(NCCc1ccccc1)C1CCN(S(=O)(=O)c2cccnc2)CC1,-6,0,-3,-3,-1.0,-0.5,-1.6,0.5,-1,6,2.2

# (cont.)
SMILES,NR1D1 modulator,PLC-gamma1 inh,ADAM17 inh,PLC-beta3 inh,hgDAF12 agonist,DAX1 inh-1,ssDAF-12 act,DAX1 inh-2,SMARCA2 act,MBD2 inh,hcDAF-12 act
CCOC(=O)c1cc(-c2ccc(C#N)cc2)nc2c1c(C)nn2CCC#N,4,-42,-15,-47,-1.4,-0.7,-1.2,0.7,0,-6,-0.5
N#Cc1cnc2cc(-c3ccccc3)nn2c1N,27*,-3,-6,-12,3.7,0.2,-0.8,·,1,9,2.5
O=C(Nc1ccc2nc(C3CC3)n(Cc3ccccc3)c(=O)c2c1)C1CC1,7,-1,-4,-6,2.3,0.4,-1.4,1.6,2,4,-0.7
Cc1ccc(OCC(=O)Nc2cc(C(=O)O)cc(C(=O)O)c2)cc1C,-7,1,1,-1,1.0,-0.4,-1.8,2.0,1,-1,-0.8
CCc1cc2c(=O)n(Cc3ccco3)c(SCC(=O)NC3CCS(=O)(=O)C3)nc2s1 (stereo not given),3,-5,1,-3,-1.2,-0.5,-1.5,-0.3,1,1,0.9
CCOC(=O)c1nc2c(ccc3ccccc32)cc1C,2,-27,-59,-32,1.2,0.2,-1.7,·,-2,-2,-0.1
COc1ccc(CCCC(=O)Nc2ccc(F)cc2)cc1,-3,1,-1,0,1.0,-0.2,-1.6,-0.3,-2,1,1.4
NC(=O)CNC(=O)c1cccc(Cl)c1,3,-1,-5,-4,2.7,0.4,-1.7,0.2,-1,0,-1.0
CCC(=O)N1CCc2cc(S(=O)(=O)NCCC(=O)Nc3ccccc3C)ccc21,2,-1,-4,-2,-1.1,-0.6,-0.6,0.9,-2,4,-1.3
C=C(C)c1cccc(C(C)(C)NC(=O)Nc2ccc(OC)cc2)c1,7,2,1,3,-2.0,0.0,-1.9,-0.2,2,-1,-0.4
O=C(Nc1ccccc1C(=O)O)c1cccc(NC(=O)c2ccccc2Br)c1,-3,2,0,-8,-0.5,-0.1,-0.6,3.2,2,0,-2.5
CC1CCN(CCNC(=S)Nc2ccc(Cl)cc2)CC1,12,3,1,-1,1.4,0.1,-2.0,0.2,-4,-2,1.2
CCC(=O)N1CCCC(C)(C(=O)Nc2ccc3oc(CC)nc3c2)C1 (stereo not given),-9,1,-1,3,-1.2,0.6,-0.4,·,-3,-7,1.2
CSc1ncc(Cl)c(C(=O)Nc2c(C)cccc2C)n1,-10,-1,-3,-4,-0.3,0.0,-1.2,-0.2,-2,-2,-0.7

# 3 of the entries above in order of their number in PLC-beta3 inh, ascending:
molecule	PLC-beta3 inh
O=C(Nc1ccccc1C(=O)O)c1cccc(NC(=O)c2ccccc2Br)c1	-8
Cc1ccc(OCC(=O)Nc2cc(C(=O)O)cc(C(=O)O)c2)cc1C	-1
CCC(=O)N1CCCC(C)(C(=O)Nc2ccc3oc(CC)nc3c2)C1 (stereo not given)	3
